Compound activity from PubChem BioAssay.
HT1080-NT tox = kills 2HG-producing HT-1080-NT fibrosarcoma cells; HT-1080-NT fibrosarcoma viability, CellTiter-Glo ATP luminescence, 48 h; Potency, µM (titrated, usually from 46.1 µM), inactives show at the top dose activity, negative = less viability, hits mostly cytotoxic; 1.6% of 360,000 active;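 note: NT is the 2HG producing partner of a matched IDH1 knockdown line; potency is the fitted concentration of half-maximal effect; 0% = DMSO-treated cells and -100% = media-only wells without cells; nearly all actives have a fitted effect of over 55% in size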
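Toxicity toward the 2HG-producing NT line was scored as %Activity, normalised to DMSO and no-cell wells, from CellTiter-Glo luminescence after 48 hours' treatment.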
HepG2 tox = kills HepG2 cells in TGF-b inhibitor counter-screen. HepG2 CAGA-GFP viability, ATP luminescence, 18 h. Potency, µM (series often up to 46.1 µM), without a hit: at the highest dose activity change, negative = cytotoxicity, hits mostly cytotoxic. 0.76% of 410,000 active; note: potency is the fitted concentration of half-maximal effect; some results filed as inactive show a strong effect at the top dose
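HepG2 CAGA-GFP cells (1000/well, DMEM with 1% FBS) received compound, then TGF-beta at 500 pg/mL final, and were incubated 18 hours at 37 degrees C. Viability was read by CellTiter-Glo luminescence. Media-only wells were set as complete cell-killing and DMSO as no toxicity.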
ATXN viability = reduces viability in counter-screen for ATXN expression inhibitors | Potency, µM (top dose mostly 56.7 µM), most hits filed as cytotoxic | S2 cells (HEK-293 line with an ATXN2-luciferase reporter) viability, CellTiter-Fluor protease fluorescence, 24 h | 0.49% of 400,000 active | AID 651635; note: potency is the fitted concentration of half-maximal effect; nearly all actives have a fitted effect of over 40% in size
MCF10A rerep = inducers of DNA re-replication in MCF 10A breast cells | MCF 10A DNA re-replication, Hoechst nuclear intensity, 48 h | Potency, µM (titrated, usually from 46.1 µM), for the others: top-dose activity, positive = re-replication, actives largely listed as activators | 2.9% of 350,000 active; note: potency is the fitted concentration of half-maximal effect; % of control where 0% means no effect; nearly all actives have a fitted effect of over 50% in size
SW480 rerep = inducers of DNA re-replication in SW480 colon cancer cells | SW480 DNA re-replication, Hoechst DNA content imaging, 48 h | Potency, µM (top dose mostly 46.1 µM), without a hit: top-dose re-replication activation, usual class: activators | 1.8% of 340,000 active | AID 624297; note: potency is the fitted concentration of half-maximal effect; % of control where 0% means no effect; nearly all actives have a fitted effect of over 55% in size
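Readout is total intensity of Hoechst-stained nuclei, excited at 405 nm and collected at 500-530 nm. Compound treatment lasted 48 hr at 37 C in 5% CO2 before staining.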
KB-3-1 cytotox = kills parental KB-3-1 adenocarcinoma cells | 1.4% of 400,000 active | Potency, µM (doses to about 46.1 µM), inactives show at the highest dose activity change, negative = cytotoxic, hits mostly cytotoxic | AID 1347075 | KB-3-1 viability, CellTiter-Glo ATP luminescence, 72 h; note: potency is the fitted concentration of half-maximal effect; % is set by controls: 0 for no effect and ±100 for the full control effect; nearly all actives have a fitted effect of over 60% in size
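Cytotoxicity in the drug-sensitive parental line KB-3-1 was scored as loss of CellTiter-Glo luminescence following 72 h incubation with compound. Values come from curve fitting of normalized concentration-response data.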
HT1080 IDH1KD tx = HT-1080 IDH1 knockdown cell toxicity (counter line). AID 686971. 2% of 360,000 active. HT-1080 IDH1 knockdown viability, ATP luminescence, 48 h. Potency, µM (titrated, usually from 46.1 µM), for the others: top-dose activity, negative = toxicity, most hits filed as cytotoxic;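 note: potency is the fitted concentration of half-maximal effect; 0% = DMSO wells and -100% = cell-free medium wells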
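CellTiter-Glo luminescence after 48 h compound exposure at 37 degrees C of IDH1-knockdown HT-1080 cells in 5% FBS RPMI. %Activity scaled between DMSO wells and cell-free media wells, with curves fitted and assigned curve classes.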
IL1B secr inh = blocks inflammasome-driven IL-1 beta release. THP-1 LPS/ATP IL-1B secretion, AlphaLISA, 16 h; hits give low values. activity change, % at 57.5 µM. 4.7% of 360,000 active. AID 743279; in the data active = activity change below about -50%; inconclusive = mostly about -30% to -49%; note: % is set by controls: 0 for no effect and ±100 for the full control effect
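Secreted IL-1B measured by AlphaLISA bead assay after 16 h compound exposure of THP-1 cells; compounds (final up to 57.5 uM) added 1 h before LPS (250 ng/mL) and ATP (1.25 mM) stimulation; lower signal means less secretion.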
ATXN2 expr inh = reduces ATXN2 reporter expression in HEK-293 cells; HEK-293 ATXN2-luciferase reporter, luminescence, 24 h; Potency, µM (highest dose often 57 µM), for inactives: at the top dose activity change, negative = inhibition, hits mostly inhibitors; 0.72% of 360,000 active; note: potency is the fitted concentration of half-maximal effect; % is set by controls: 0 for no effect and ±100 for the full control effect; nearly all actives have a fitted effect of over 55% in size
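ATXN2-luciferase reporter cells (luciferase flanked by upstream and downstream ATXN2 gene portions) were treated 24 h at 37 °C with compounds at up to 57 uM. SteadyGlo luminescence gave expression; GF-AFC fluorescence gave viability.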
* marks the source's active call; other numbers are inactive results; i = inactive; ? = inconclusive; / = not tested or not shown; & = joins results of further samples; [ ] = another dose, or the depositor's remark. Unless noted, calls come from the whole dose curve; as a rule, active = well fitted curve in the direction sought with a large enough effect; inconclusive = small, poorly fitted or top-dose-only effect, or another doubt; inactive = no such curve, though single readings can be large; an effect the other way counts as inactive or inconclusive.

Below each compound – HT1080-NT tox | HepG2 tox | ATXN viability | MCF10A rerep | SW480 rerep | KB-3-1 cytotox | HT1080 IDH1KD tx | IL1B secr inh | ATXN2 expr inh
Cc1ccc(-c2nnc(N3CCN(CCO)CC3)c3ccccc23)cc1
→ -7% | -25% | i | 13% | -1% | -15% | 0% | ? | -14%
Cc1ccc2nc(-c3ccccn3)cc(C(=O)Nc3ccc4c(c3)OCO4)c2c1
→ 7% | -46% | i | ? | -2% | 8% | 22% | -5 | -10%
CCCCN1CC[C@H]2C=CC[C@@H](C(=O)Nc3ccc(Cl)cc3Cl)[C@H]2C1=O
→ -1% | -9%&16% | i | 19% | 3% | -2%&3% | -6% | -19 | 0%
CC(=O)CCc1ccc(OCC(O)CNCCOc2ccc(C)cc2)cc1 (stereo not given)
→ -1% | -1% | i | -2% | -2% | -1% | -14% | ? | -22%
O=C(Nc1ncc(Br)s1)C1CCCN1S(=O)(=O)c1cccc2cccnc12 (stereo not given)
→ -1% | 6% | i | -3% | -1% | -21% | -2% | 52 | -4%
Cc1cc(C)cc(NC(=O)CCCc2nc(-c3ccccc3Cl)no2)c1
→ / | -12% | i | / | / | 15% | / | / | 0%
Cc1cccc(OCC(=O)N2CCN(C(=O)Cc3ccccc3)CC2)c1
→ 6% | 0% | i | 9% | 3% | 8% | 12% | -13 | 7%
CC(C)(C)n1nc2c(c1NC(=O)COc1ccc3ccccc3c1)CS(=O)(=O)C2
→ 3% | -25% | i | -25% | -6% | -13% | -17% | ? | -4%
COc1cccc(-n2nnc3c(=O)n(CC(=O)NC4CCCC4)cnc32)c1
→ -3% | 3% | i | 21% | -4% | -20% | 12% | 3 | -7%
Cc1ccc(N(CC(=O)NCc2ccc3c(c2)OCO3)C(=O)CCC(=O)Nc2ccccn2)cc1
→ -8% | -15% | i | ? | 2% | -8% | -4% | 0 | -21%
c1ccc2sc(NC3=NCN(Cc4ccc5c(c4)OCO5)CN3)nc2c1
→ -12% | 0% | ? | 7% | 1% | -7% | -12% | -9 | 0%
COc1ccc(CCC(=O)N2CCc3ccccc32)cc1
→ 17% | -9% | i | -10% | 3% | 14% | 11% | -3 | 87%[activator]
CCc1ccc(N=c2c([N+](=O)[O-])nn(-c3ccccc3)n2O)cc1
→ 0%[9.24 µM] | 2% | i | ? | 1% | -28% | ? | -2 | 0%
COc1cc(C(=O)NCC(=O)NCCCSc2ccccc2)cc(OC)c1OC
→ 2% | -13% | i | 2% | -8% | 3% | -4% | 0 | -7%
COc1ccc(C(c2sc3nc(C)nn3c2O)N2CCN(Cc3ccccc3)CC2)cc1OC (stereo not given)
→ 2% | -19% | i | 2% | -1% | -3% | -4% | -20 | 1%
COc1ccc(C2C(C#N)=C(N)N(N(C)C)C3=C2C(=O)CC(C)(C)C3)cc1 (stereo not given)
→ 0% | -1% | i | 2% | -9% | 6% | 4% | -11 | 2%
O=C(Nc1ccc(S(=O)(=O)N2CCCCC2)cc1)c1cnccn1
→ 11% | 9% | i | -7% | 5% | -4% | 16% | 3 | 4%
Cc1cnc(C(=O)OC(C(=O)c2c[nH]c3ccccc23)c2ccccc2)cn1 (stereo not given)
→ 4% | 9% | i | 0% | 1% | -11% | 9% | 5 | 5%
CCCC(C)NC(=O)C1CCN(S(=O)(=O)c2ccccc2)CC1 (stereo not given)
→ 1% | -4% | i | -12% | -5% | 1% | 6% | -13 | -2%
COC(=O)c1sc(=S)n(-c2cc(F)ccc2F)c1N
→ -18% | 5% | i | -1% | -6% | -1% | -17% | -7 | 3%
Cc1ccc2cc(CN(CCCO)S(=O)(=O)c3cccc4nsnc34)c(=O)[nH]c2c1C
→ -1% | -3% | i | 19% | -4% | -1% | -6% | 31 | -5%
C[n+]1c(-c2ccccc2)cc2c(=Cc3ccccc3)c3ccccc3n21
→ ? | -24% | / | 21µM* | ? | ? | 16µM* | -100* | 9.5µM*
COc1ccc(CC(=O)NNc2ncnc3c2cnn3C)cc1
→ 13% | 0% | i | 15% | -19% | 16% | 10% | 10 | -12%
CCN1CCN(C(=O)CSc2cc(=O)n(C)c3ccccc23)CC1
→ 4% | -7% | i | -5% | 7% | -2% | 12% | -18 | -12%[11.3 µM]
Cc1cccc(N2CCN(C(=O)/C=C/c3cccs3)CC2C)c1 (stereo not given)
→ -9% | -23% | i | 17% | ? | -11% | -7% | -11 | 1%
CCCC(=O)Nc1ccc(Cl)c(NC(=O)c2ccc(Br)o2)c1
→ -9% | -4% | i | 25% | -28% | 1% | 9% | -11 | -6%
COc1ccc(Cl)cc1NC(=O)CSc1nnc(Cc2cccn2C)n1-c1ccc(F)cc1
→ ? | -3% | ? | 12% | ? | 0% | -26% | -8 | -37%
COc1ccc(CCNC(=O)CN(c2ccccc2)S(C)(=O)=O)cc1OC
→ 0% | 5% | i | 11% | -6% | 2% | 12% | 9 | -2%
CCn1c(C)nc2cc(C(=O)NNC(=O)Nc3cccc(Cl)c3)ccc21
→ 6% | -2% | i | -6% | -3% | -9% | 18% | ? | -13%
COc1ccc(CCNC(=O)c2cnn(-c3ccc(C)c(C)c3)c2NC(=O)c2ccco2)cc1OC
→ -1% | -5% | i | ? | 1% | 8% | -1% | 1 | -23%
CCc1ccc(OC)c(S(=O)(=O)N2CCN(C(=O)c3ccco3)CC2)c1
→ -12% | -20% | i | 10% | -22% | -2% | -8% | 6 | 39%
CC(Nc1n[nH]c(=O)[nH]c1=O)C(=O)N/N=C/c1cccs1 (stereo not given)
→ 14% | -1% | i | -57%[inhibitor] | -7% | 0% | 16% | -11 | -28%
Cc1cnc(C(=O)OCC(=O)NC(C)c2ccccc2)cn1 (stereo not given)
→ 2% | 2% | i | 1% | 6% | 1% | -3% | 6 | 5%
COc1ccccc1C(=O)C1CCCN(Cc2cccc3nccnc23)C1 (stereo not given)
→ -3% | -20% | ? | 0% | -11%[1.84 µM] | -4% | -7% | 31 | -13%
COc1ccccc1/C=C\C(=O)NCC(=O)N/N=C(\C)Cc1ccccc1
→ 8% | -24% | i | -1% | -15% | 18% | 12% | 19 | 6%
CCOC(=O)c1[nH]c(C)c(C(=O)N2CCOCC2)c1C
→ 9% | -16% | i | -4% | -3% | 9% | 14% | 3 | 2%
COc1ccc(CN2C(=O)c3ccccc3C2=O)cc1C(=O)O
→ 7% | -4% | i | -3% | -26% | 0% | 1% | 12 | /
COc1ccc(N2C(=O)NC(=O)C2=O)cc1
→ 4% | -1% | i | -3% | -6% | 15% | 9% | 8 | -5%
CCN1C(=O)c2ccccc2S(=O)c2ccc(C(=O)NCc3ccccc3OC)cc21 (stereo not given)
→ / | -17% | i | / | / | 16% | / | / | 0%
CC(=O)N1CCc2cc(NC(=O)C3(C)CCN3Cc3ccc(C(C)C)cc3)ccc21 (stereo not given)
→ ? | -25% | ? | / | / | 0% | ? | -10 | ?
O=C(NCc1ccccc1)C(=O)Nc1cccc(C(=O)O)c1
→ 20% | -2% | i | 6% | -9% | -7% | -3% | 0 | ?
CN(C)c1cccc(NC(=O)c2ccc(-c3ccc(F)c(F)c3)c3ccoc23)c1
→ 7% | -10% | i | / | / | 0% | 0% | -82* | 2%
O=C1CC(N2CCC(c3nc4ccccc4o3)CC2)C(=O)N1c1ccc(F)cc1 (stereo not given)
→ 0% | 19% | i | 8% | -50%[inhibitor] | -3% | -6% | -6 | /
NC(=O)c1ccccc1N/C=C/C(=O)c1ccc(Cl)cc1
→ -20% | -30% | i | ? | 7%[9.22 µM] | -31% | -26% | 0 | 6%
O=C(Nc1cccnc1N1CCOCC1)c1ccco1
→ 7% | -3% | i | -2% | -4% | 5% | 0% | 4 | -7%
CN1C2C=C3C(C#N)=C(N)C(C#N)(C#N)C(c4ccc(Br)cc4)C3C1CC2 (stereo not given)
→ -12% | -18% | ? | 4% | 2% | -1% | -6% | -101* | -6%
COc1ccc(NC(=O)C(=O)NCC2CCCN2S(=O)(=O)c2cccs2)cc1 (stereo not given)
→ ? | 5% | ? | 6.5µM* | 2.6µM* | ? | ? | -6 | -23%
CC(c1ccccc1)N1CCn2c(nc3cc(NS(C)(=O)=O)ccc32)C1 (stereo not given)
→ 1% | -11% | i | 3% | -7% | -17% | -15% | 103 | 4%
Cc1ccn(C(=O)c2cc3c(C)nn(-c4ccccc4)c3s2)n1
→ 5% | -2% | i | -6% | -7% | 16% | 10% | 0 | 7%
O=C(C=Cc1ccccc1)NCCNC(=O)C=Cc1ccccc1
→ 8% | -18% | ? | -1% | -1% | 8% | 10% | 38 | 7%
COc1ccc(OC)c(S(=O)(=O)NC(=O)C2(C)CCN2C(=O)Cc2ccc(Cl)cc2Cl)c1 (stereo not given)
→ 0% | -11% | i | / | / | -1% | 22% | -8 | 4%
CCOc1cc(C2C(C(=O)N3CCOCC3)=C(C)NC3=C2C(=O)CCC3)ccc1O (stereo not given)
→ -5% | -24% | i | -10% | -1% | 2% | 2%[9.24 µM] | 12 | 1%
CC(C)CN1C(=O)C(=O)N(CC(=O)NC2CCCc3ccccc32)C1=O (stereo not given)
→ 9% | -1% | i | 1% | -2% | -5% | 5% | 15 | -14%[11.3 µM]
COC(=O)c1sccc1-n1cccc1C(=O)N1CCOCC1
→ 18% | -3% | i | 5% | -4% | 12% | 18% | 44 | -2%
COc1ccc(/C=C2\SC(N)=NC2=O)cc1Cl
→ 1% | -5% | i | 0% | 8% | 0% | 3% | ? | 5%

Some of the entries so far, tab-delimited.
compound	HT1080-NT tox	HepG2 tox	ATXN viability	MCF10A rerep	SW480 rerep	KB-3-1 cytotox	HT1080 IDH1KD tx	IL1B secr inh	ATXN2 expr inh
COc1ccc(OC)c(S(=O)(=O)NC(=O)C2(C)CCN2C(=O)Cc2ccc(Cl)cc2Cl)c1 (stereo not given)	0%	-11%	i	/	/	-1%	22%	-8	4%
CCOc1cc(C2C(C(=O)N3CCOCC3)=C(C)NC3=C2C(=O)CCC3)ccc1O (stereo not given)	-5%	-24%	i	-10%	-1%	2%	2%[9.24 µM]	12	1%
